# Wee1 degr inh – blocks degradation of human Wee1 kinase; P30291; HeLa Luc-Wee1K328M stability, luciferase luminescence; 100% = proteasome inhibitor MG132 effect; reporter increase, % at 5 µM; actives 1.2% (n = 220,000);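 active means activation above the mean of all tested compounds plus 3 SD, set per screening run, cut at about 8.8% in these data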;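 further: cells exposed to compound for 20 h before luminescence read; 0% = DMSO alone and 100% = MG132 at 30 µM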
# KLK5 inh – kallikrein 5 (human) inhibition; recombinant hK5, fluorogenic AMC substrate cleavage; inhibition, % at 5 µM; actives 0.59% (n = 210,000);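 active means inhibition of 40% or more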;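 further: 0% = enzyme controls without compound and 100% = no-enzyme blanks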
# Target sequence (Q9Y337 67-293 limits assumed): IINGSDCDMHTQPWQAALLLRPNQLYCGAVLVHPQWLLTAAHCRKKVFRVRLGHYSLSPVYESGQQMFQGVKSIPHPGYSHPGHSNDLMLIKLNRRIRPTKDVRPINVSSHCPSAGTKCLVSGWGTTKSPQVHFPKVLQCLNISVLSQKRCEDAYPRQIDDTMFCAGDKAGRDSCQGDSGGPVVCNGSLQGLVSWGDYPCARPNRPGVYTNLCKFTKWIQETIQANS
# Cl transport mod – modulates chloride dependent transport by human KCC2; B-score of Tl+ flux slope (higher = more flux/activation; lower = inhibition) at 10 µM; actives 2.2% (n = 190,000); KCC2 cells, thallium flux FluoZin-2 fluorescence; Q9H2X9; AID 1456;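 active means thallium flux slope and its plate-corrected score both differing from the plate sample mean at a set confidence after two filtering rounds, in either direction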;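 further: slope of fluorescence scaled to starting intensity during 10 to 20 s after thallium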
# PERK inhibitor – human PERK inhibition, primary cell-based screen; actives 0.17% (n = 220,000); inhibition, % at 5.6 µM; CHO PERK-DD fusion, SEAP luminescence translation reporter; AID 1416; Q9NZJ5;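 active means inhibition above the mean inhibition of all tested compounds plus 3 SD, set separately per screening campaign, cut at about 2.9% in these data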;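 further: PERK kinase domain activated by AP20187 dimerizer at 100 nM; 0% = DMSO with dimerizer and 100% = rapamycin at 8.4 µM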
# FXIa inh – inhibitors of human coagulation factor XIa; P03951; purified FXIa, Boc-Glu-Ala-Arg-AMC fluorogenic substrate; inhibition, % at 5 µM; actives 0.14% (n = 220,000);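 active means inhibition of at least 40%; inactive means inhibition below 40%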;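 further: fluorescence of freed AMC excited at 355 nm; 0% = enzyme without compound and 100% = no enzyme blank; many of its hits are not listed in these tables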
# Furin inh – inhibitors of human furin. P09958. purified furin, fluorogenic substrate cleavage. inhibition, % at 30 µM. actives 0.061% (n = 220,000). AID 463115; in the data active means inhibition above about 25%; further: inactives centre near -15
# thrombin 1536 – inhibitors of human thrombin | alpha-thrombin, Boc-VPR-AMC fluorogenic substrate cleavage | inhibition, % at 5 µM | actives 0.26% (n = 220,000) | AID 1046;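 active means inhibition at or above 40%; inactive means inhibition below 40%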;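 further: 0% = enzyme with no compound and 100% = wells without enzyme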
#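 Material: human alpha-thrombin enzyme / Medium: pH 7.5 Tris (50 mM) with NaCl 150 mM, Tween 20 0.05% / Compound: single-point dosing at 5 µM, 0.2% DMSO / Incubation: enzyme reaction carried out at room temperature / Detection: AMC fluorescence, 355/460 nm / Read-out basis: percent inhibition scaled between no-compound controls and no-enzyme blanks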
# p97 ATPase inh – human p97 ATPase inhibition; recombinant p97 ATPase, Kinase-Glo ATP luminescence, 3 h; inhibition, % at 8 µM; actives 0.42% (n = 220,000); AID 1481; in the data active means inhibition above about 15%;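 further: 0% = DMSO vehicle and 100% = wells lacking enzyme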
# FXIIa inh 1536 – factor XIIa (human) inhibition | actives 0.3% (n = 220,000) | AID 800 | purified FXIIa, Boc-QGR-AMC fluorogenic substrate, 2 h | P00748 | inhibition, % at 5 µM; in the data active means inhibition above about 40%;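 further: 0% = enzyme with no compound and 100% = blank without enzyme; many of its hits are not listed in these tables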
# Target sequence (P00748 20-372 limits assumed): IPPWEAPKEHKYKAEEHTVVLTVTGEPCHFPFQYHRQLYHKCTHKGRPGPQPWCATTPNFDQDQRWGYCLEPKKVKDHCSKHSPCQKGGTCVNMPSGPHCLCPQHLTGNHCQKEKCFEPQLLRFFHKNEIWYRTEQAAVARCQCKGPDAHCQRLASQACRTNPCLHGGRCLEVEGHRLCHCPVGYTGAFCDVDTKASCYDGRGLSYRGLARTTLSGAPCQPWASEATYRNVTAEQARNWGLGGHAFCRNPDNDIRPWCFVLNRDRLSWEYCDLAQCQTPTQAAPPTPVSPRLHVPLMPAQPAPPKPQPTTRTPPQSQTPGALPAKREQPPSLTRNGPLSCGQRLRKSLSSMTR
# Target sequence (P00748 373-615 limits assumed): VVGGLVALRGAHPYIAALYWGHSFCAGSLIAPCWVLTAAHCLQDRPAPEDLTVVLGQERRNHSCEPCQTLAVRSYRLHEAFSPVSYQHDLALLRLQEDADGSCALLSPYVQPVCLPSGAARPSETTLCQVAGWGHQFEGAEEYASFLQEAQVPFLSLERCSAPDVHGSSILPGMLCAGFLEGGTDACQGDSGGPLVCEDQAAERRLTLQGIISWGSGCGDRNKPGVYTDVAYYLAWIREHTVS
# * marks the source's active call; other numbers are inactive results; . = no result given; [ ] = remark or other dose. Rows were taken by chance, and some 4.4% of all compounds hit somewhere here.
FXIIa inh 1536	Wee1 degr inh	p97 ATPase inh	Furin inh	Cl transport mod	FXIa inh	PERK inhibitor	KLK5 inh	thrombin 1536	SMILES
13	-3	-6	-11[20 µM]	.	0	-0.7	-4	3	CCN(CC(=O)Nc1ccccc1OC)C(=O)Cn1cnc2ccccc2c1=O
-1	1	0	-16	-0.046	-13	0.3	-9	-26	CCN(C(=O)COc1cccc2cccnc12)C1CCS(=O)(=O)C1 (stereo unspecified)
11	-1	-1	-20	0.47	-1	0.3	3	1	Cc1ccc(C(=O)N/N=C/c2ccc(-c3cccc(Cl)c3)o2)cn1
4	4	0	-24	0.66	0	-0.4	-11	-8	COc1ccccc1Nc1nc(N)nc(CSC(=S)N2CC(C)CC(C)C2)n1 (stereo unspecified)
15	-3	2	0	0.9	10	1.3	-9	2	CC1(C)Cc2ccccc2C(=C(C#N)C#N)N1
13	-2	-6	-19[20 µM]	0.049	15	-0.3	-9	0	COc1cc2c(cc1OC)C(c1ccsc1)CC(=O)N2 (stereo unspecified)
19	3	5	-15	0.17	5	2.9*	-5	6	CSc1nc(O)c(C2OC(=O)c3ccccc32)c(=O)[nH]1 (stereo unspecified)
-1	3	2	-25	-0.049	-10	-0.8	-23	-10	COc1ccccc1-c1cc(C(=O)NC(C)C)no1
14	-1	-2	-19	0.4	3	-0.3	0	-2	Nc1ccn(-c2ccc(Cl)cc2)c(=O)c1
10	1	4	-20	0.6	-11	1.7	-9	-1	COc1ccc(-c2nnn(Cc3nn[nH]n3)n2)cc1OC
14	-1	2	-2[20 µM]	-0.36	2	0.1	-24	1	COc1ccc(CCNC(=O)C2CCN(S(=O)(=O)c3ccc(-n4cnnn4)cc3)CC2)cc1OC
10	-2	5	-7[20 µM]	-0.6	-3	-0.5	-19	-1	CCOc1ccc(N(C(C)C(=O)N/N=C(\C)c2cccc(NC(=O)c3ccccc3)c2)S(C)(=O)=O)cc1 (stereo unspecified)
3	-2	-1	-9	-1.1	-13	0.0	-7	-20	O=C(CCCCCn1c(=S)[nH]c2ccc(N3CCOCC3)cc2c1=O)NCc1ccc2c(c1)OCO2
7	-3	-1	-8	0.065	0	-0.7	-5	3	CN1C(=O)NC(c2ccccc2)C2=C1CN(c1cccc(C(F)(F)F)c1)C2=O (stereo unspecified)
7	-2	2	-8[20 µM]	-0.34	5	-0.3	-15	1	CC(=O)COc1cc(C)cc2oc(=O)c(C)c(C)c12
9	1	-2	-23	0.79	-9	0.2	-12	0	COc1c(C(=O)NNC(=O)c2ccccc2Cl)csc1Br
0	1	5	-14	-0.64	-9	0.0	-14	11	CCC(=O)c1ccc(N2CCN(C(=O)c3ccc(Br)cc3)CC2)c(F)c1
8	-2	3	-21	1.4	-1	0.8	4	4	Cc1ccc(NC(=O)COc2ccc(Br)cn2)cc1
7	-3	1	-3	0.26	-8	-0.1	10	0	CC1(C)CC(=O)C(N=Nc2cc(S(=O)(=O)N3CCOCC3)ccc2Cl)=C(O)C1
6	8	1	-24	-0.02	-5	0.7	0	-11	COc1ccc(NC(=O)C2CCN(C(=O)Cc3ccccc3)CC2)c(OC)c1
2	-1	-6	-17[20 µM]	.	0	0.1	3	-3	CC(C)OC(=O)CCc1nc2ccccc2[nH]c1=O
2	-3	-6	-23[20 µM]	1.2	-5	-1.2	-25	-3	O=C(Nc1ccc(Br)cn1)C1CCCN1S(=O)(=O)c1ccccc1 (stereo unspecified)
17	1	-5	2	-0.83	16	-0.4	43*	15	OCc1nc2ccccc2n1/N=C/c1cccs1
18	1	-8	-8[20 µM]	0.54	9	0.3	-8	2	CC(CN1CCOCC1)OC(=O)c1cccc(Br)c1 (stereo unspecified)
5	8	7	-8	1.7	0	1.4	-6	-7	Cc1cc(Br)c(NC(=O)c2c(-c3c(Cl)cccc3Cl)noc2C)c(Br)c1
4	-1	1	-23	-0.69	-1	1.3	-23	-5	COc1ccc(-c2csc(Nc3ccc(S(=O)(=O)Nc4cc(OC)nc(OC)n4)cc3)n2)cc1
16	3	1	-1[20 µM]	0.76	6	-0.3	0	3	Cc1nnc(SCC(=O)NC(C)(C)C)n1CCc1ccccc1
9	-2	3	-11	0.73	-2	1.8	1	-8	COc1cc(C(=O)NCC(=O)N/N=C/c2ccccn2)cc(OC)c1OC
9	0	-54	-18	-0.079	-1	0.5	8	3	O=C(Nc1ccccc1C(=O)N/N=C/c1ccncc1)c1ccccc1
5	0	3	-14	0.022	2	1.1	-16	-6	COCCNc1c([N+](=O)[O-])c(=O)n(-c2ccccc2)c2ccccc12
17	3	2	-24[20 µM]	-1.6	6	0.0	7	5	CCn1c(SCc2ccccc2)nnc1-c1cccs1
12	-1	-2	-16	0.29	19	-0.7	-6	2	COc1ccccc1Nc1ncc(C(=O)Nc2ccc(OC)c(OC)c2)c2ccccc12
11	1	-2	-16[20 µM]	-3.1	5	-0.6	4	0	CCOC(=O)c1c(C)sc(Sc2ccc(Cl)cc2[N+](=O)[O-])c1OC
15	-1	2	-13	-0.015	1	1.1	29	0	CS(=O)(=O)N1CCCC(C(=O)N2CCOCC2)C1 (stereo unspecified)
3	-2	2	-10	.	-6	0.9	-6	-4	CCC(C)(C)n1nnnc1C(C(C)C)N1CCN(C)CC1 (stereo unspecified)
12	-4	8	-16	0.56	5	-0.2	-6	0	C#CCOCCOCCOCCNc1nc(N2CCN(C(=O)Cn3cc(CCCN=C(N)N)nn3)CC2)nc(N2CCN(C(=O)Cn3cc(CCCN=C(N)N)nn3)CC2)n1
3	5	5	-21	1.2	-2	2.2	-11	6	Cc1onc(-c2c(F)cccc2Cl)c1C(=O)NCCO
8	-1	-4	-19	0.77	-2	0.1	-4	1	C[C@H](C(=O)C=[N+]=[N-])N1C(=O)c2ccccc2C1=O
17	-2	7	-18[20 µM]	1.6	3	0.0	-3	4	Cn1c(=O)[nH]c(=O)c2c1nc(NCCCn1ccnc1)n2Cc1ccccc1
4	2	-2	12	0.41	-13	-1.6	47*	-5	CC(=O)Nc1ccc(NS(=O)(=O)c2ccc(C)cc2)cc1[N+](=O)[O-]
5	0	-3	-29	-0.0094	-5	1.6	-4	2	Cc1nc(NC(=O)Nc2ccc(Cl)cc2)sc1C
5	3	4	-17	1.2	-1	-0.3	-7	0	Nc1nonc1C(=O)N1CCCCC1
17	-1	-1	-18	-0.33	-1	0.1	1	2	C/C=C/c1cc(CN2CCN(c3ccc(OC)cc3)CC2)c(O)c(OC)c1
5	-2	1	-8	.	1	0.0	2	-3	CCc1nc2ccccc2c(=O)n1NC(=O)c1c(O)c2ccccc2n(CC)c1=O
1	2	7	-9	0.88	8	0.1	-4	-1	CCOCCOC(=O)COC(=O)c1ccccc1NC(=O)c1ccccc1
-2	0	-6	-16[20 µM]	.	-11	-0.8	-20	14	CCC(C)(C)NC(=O)C(c1ccc(C)cc1)N(CC1CCCO1)C(=O)CNC(=O)c1cccs1 (stereo unspecified)
19	5	2	-8[20 µM]	0.74	12	-1.0	-1	6	O=C(Nc1sc2c(c1C(=O)NCc1ccco1)CCCC2)c1ccc2c(c1)OCO2
17	0	-1	-19	.	6	-0.8	-12	-1	COc1ccc(C(C)=O)cc1COC(=O)Cc1n[nH]c(=O)c2ccccc12

# Part of the list above, in CSV form.
SMILES,FXIIa inh 1536,Wee1 degr inh,p97 ATPase inh,Furin inh,Cl transport mod,FXIa inh,PERK inhibitor,KLK5 inh,thrombin 1536
Cn1c(=O)[nH]c(=O)c2c1nc(NCCCn1ccnc1)n2Cc1ccccc1,17,-2,7,-18[20 µM],1.6,3,0.0,-3,4
C[C@H](C(=O)C=[N+]=[N-])N1C(=O)c2ccccc2C1=O,8,-1,-4,-19,0.77,-2,0.1,-4,1

# Three entries already listed, ordered by molar mass, smallest number first.
FXIIa inh 1536	Wee1 degr inh	p97 ATPase inh	Furin inh	Cl transport mod	FXIa inh	PERK inhibitor	KLK5 inh	thrombin 1536	SMILES
5	0	-3	-29	-0.0094	-5	1.6	-4	2	Cc1nc(NC(=O)Nc2ccc(Cl)cc2)sc1C
19	5	2	-8[20 µM]	0.74	12	-1.0	-1	6	O=C(Nc1sc2c(c1C(=O)NCc1ccco1)CCCC2)c1ccc2c(c1)OCO2
-2	0	-6	-16[20 µM]	.	-11	-0.8	-20	14	CCC(C)(C)NC(=O)C(c1ccc(C)cc1)N(CC1CCCO1)C(=O)CNC(=O)c1cccs1 (stereo unspecified)

# Next part.
FXIIa inh 1536	Wee1 degr inh	p97 ATPase inh	Furin inh	Cl transport mod	FXIa inh	PERK inhibitor	KLK5 inh	thrombin 1536	SMILES
4	2	0	7	-0.048	0	-0.1	-1	-4	COc1cc(/C=C/C(=O)OCC(=O)Nc2cc(C)c(C)cc2[N+](=O)[O-])ccc1O
23	-1	-2	-13	.	3	-0.6	-4	4	N#CCCn1cc(/C=N/O)c(-c2ccc(-c3ccccc3)cc2)n1
8	4	-5	-3	0.41	2	1.0	8	-2	Cc1nc(N)sc1C(=O)OCC(C)C
5	1	0	-11	0.22	0	1.2	0	-5	CC(/C=C/c1ccco1)=N/NC(=O)C1COc2ccccc2O1 (stereo unspecified)
7	-3	2	-16	1.2	-3	0.8	10	2	O=C(O)CC(NC(=O)c1ccncc1)c1ccccc1 (stereo unspecified)
7	-1	-4	-12[20 µM]	0.49	0	-0.1	-8	2	CCN1C(=O)CC(NNC(=O)c2ccc(Cl)cc2)C1=O (stereo unspecified)
5	2	8	-24	0.68	5	0.8	-8	-2	O=C(Nc1ccc(Cl)cc1F)C1CC1
9	-1	-1	-15	-0.34	0	-0.3	5	-2	Cc1ccc(/C=C(\C#N)C(=O)NC(C)C)o1

# Record cards, as listed above:
# Entry for `N#CCCn1cc(/C=N/O)c(-c2ccc(-c3ccccc3)cc2)n1` : FXIIa inh 1536 = 23; Wee1 degr inh = -1; p97 ATPase inh = -2; Furin inh = -13; Cl transport mod = .; FXIa inh = 3; PERK inhibitor = -0.6; KLK5 inh = -4; thrombin 1536 = 4
# Entry for `COc1cc(/C=C/C(=O)OCC(=O)Nc2cc(C)c(C)cc2[N+](=O)[O-])ccc1O` : FXIIa inh 1536 = 4; Wee1 degr inh = 2; p97 ATPase inh = 0; Furin inh = 7; Cl transport mod = -0.048; FXIa inh = 0; PERK inhibitor = -0.1; KLK5 inh = -1; thrombin 1536 = -4
